PAX8 inh HTS = inhibitors of PAX8-driven TPO luciferase reporter, primary screen, RMG-I cells, single concentration | SteadyGlo, 24 h | inhibition, % at 12.6 µM | AID 652154, 2013 | actives 1.2% (n = 360,000);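 active = mean replicate inhibition at least 60% with every replicate also reaching 60%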;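 note: luciferase light reporting Pax8 driven TPO promoter activity; plate controls were median of neutral control wells for no effect and mitoxantrone controls for full effect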
Cneo AK release = Cryptococcus neoformans cell lysis inducers, primary screen, AK release luminescence, single concentration | C. neoformans lysis, adenylate kinase release luminescence, 4 h; normalised: neutral wells 0, clomiphene wells 100 | lysis activity, % at 15 µM | actives 0.2% (n = 360,000);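 active = mean lysis activity across replicates of at least 80%, whatever share of replicates individually reach that level; inactive = mean lysis activity below 80%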
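Test system: log-phase Cryptococcus neoformans yeast cells. Input: 5 × 10^6 yeast cells/mL. Medium: fresh YPD growth medium. Doses: single dose. Incubation: static 4 h at 37 °C with compound, 1 h detection. Measured by: luminescent adenylate kinase detection reagent. Read-out: signal increase indicating cell lysis. Benchmarks: Clomiphene.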
Statin myotox sup = suppressors of statin myotoxicity in C2C12 myotubes, primary screen, cell-based, single point, plate reader; rescue of ATP level, % at 7.49 µM; C2C12 myotubes + simvastatin, ATP luminescence, 48 h; scaled: DMSO 0, geranylgeraniol control 100; AID 602340, 2012; actives 0.78% (n = 330,000);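 active = mean ATP rescue above about 67%, or every replicate alone reaching that limit, limit read from the data, passing the limit was not always enough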;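 note: myotubes were challenged with 10 µM simvastatin during compound exposure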
LGR2 antag = inhibitors of bursicon-induced LGR2 CRE-luciferase signal, primary screen, cell-based, HEK293, CRE-luciferase reporter, bursicon stimulation | Drosophila bursicon receptor LGR2 (rickets) | bursicon-stimulated, 4 h | inhibition, % at 9.99 µM | actives 0.35% (n = 380,000) | AID 720647, 2013;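 active = drop in luminescence signal, shown as inhibition above about 50% in the replicate tests, limit read from the data, passing the limit was not always enough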;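 note: agonist challenge used bursicon conditioned medium at about half maximal strength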
ARNT TACC3 PPI = disruptors of ARNT/TACC3 protein interaction, primary screen, biochemical, AlphaScreen, single concentration. AlphaScreen His-ARNT PAS-B/GST-TACC3 binding, luminescence; TACC3 fragment carries E629A point mutation. inhibition, % at 9.99 µM. actives 0.66% (n = 390,000);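 active = mean inhibition of replicates at least 50% and at least half of replicates each reaching 50%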;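 note: 0% = complete ARNT plus TACC3 wells and 100% = ARNT alone without TACC3; many hits fall short of the cut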
GSIS activator = GLuc luminescence reporter in INS-1E cells, primary screen for activators of glucose-dependent secretion of insulin. INS-1E GLuc reporter insulin secretion, 2-3 h. activation, % at 16.6 µM. actives 0.61% (n = 370,000);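 active = lowest replicate activation of at least 40%, so every replicate reaches that level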;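 note: 0% = median of neutral control wells and 100% = median of IBMX positive control wells; some compounds called inactive have numbers as strong as hits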
PGC1a acetyl inh = inhibitors of PGC1a acetylation signal, primary screen, cell-based, U2OS, AlphaScreen, inhibitor mode; AlphaScreen anti-acetyl-lysine; with virally co-expressed GCN5 acetyltransferase; AID 651687, 2012; inhibition, % at 15.6 µM; actives 0.17% (n = 350,000);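 active = every replicate shows inhibition of at least 40%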;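 note: 0% = neutral control wells and 100% = positive control wells; some results beyond the cut were filed as inactive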
PglD inh = C. jejuni PglD acetyltransferase inhibitors, primary screen, biochemical, DTNB colorimetric, single point; UDP-N-acetylbacillosamine N-acetyltransferase PglD (Campylobacter jejuni); purified PglD enzyme, DTNB colorimetric CoA detection; inhibition, % at 12.5 µM; actives 0.098% (n = 360,000); in the data active = inhibition above about 16%, passing the limit was not always enough; note: strong numbers were not always called active
* marks the source's active call; other numbers are inactive results; nt = no result given; & = joins results of further samples. Rows were taken by chance (roughly 2.9% active in at least one column).

Compound	PAX8 inh HTS	Cneo AK release	Statin myotox sup	LGR2 antag	ARNT TACC3 PPI	GSIS activator	PGC1a acetyl inh	PglD inh
C/C(=N\NC(=O)c1cc2ccccc2cc1O)c1cccs1	-60.1	-4.4	-54.9	-35.9	-5.8	7.5	nt	5.3
CC(C)CN(C(=O)CN(C)CC(=O)Nc1ccccc1C#N)c1c(N)n(CC(C)C)c(=O)[nH]c1=O	16.2	-0.7	-0.2	9.4	-2.7	-0.4	12.5	1.6
COc1ccc(-c2cn3cccnc3n2)cc1NC(=O)CC(C)C	nt	-2.1	nt	nt	-0.1	nt	-9.5	-3.1
O=C(COc1ccc(S(=O)(=O)NC2CCCC2)cc1)N1CCCCC1	12.6	1.9	-9.9	14.2	-9.1	12.2	nt	-6.4
C[C@@H]1CN([C@@H](C)CO)C(=O)c2cccc(NC(=O)C3CC3)c2O[C@@H]1CN(C)Cc1ccncc1	-7.8	1.7	-6.3	-13.6	14.6	14.8	nt	1.7
COc1ccc(NC(=S)N/N=C/c2ccc(F)cc2)cc1OC	-53.6	nt	nt	-90.5	9.3	16.8	-0.6	nt
CCC(=O)Nc1ccc2c(c1)C(=O)N(C)C[C@@H](OC)[C@@H](C)CN(C(=O)CN1CCOCC1)[C@H](C)CO2	nt	nt	-7.2	-2.5	nt	4.7	10.0	nt
Cn1c2c(c(=O)n(C)c1=O)C(c1ccc(Cl)cc1)C(C#N)=C(N)O2 (stereo unspecified)	-1.4	0.1	nt	4.8	5.7	16.1	nt	7.8
N#Cc1ccc(-c2ccc([C@H]3[C@H]4CN(C(=O)C5CCCCC5)CC(=O)N4[C@H]3CO)cc2)cc1	18.9	nt	nt	11.5	nt	-2.4	6.4	nt
COc1cccc(NC(=O)c2oc3ccccc3c2NC(=O)C2CC2)c1	nt	0.1	-21.8	8.7&-20.3	2.0	-39.1&-17.2	0.6	-1.6
CN(C)c1ccc(N2C(=NC(=O)CCC3CCCC3)SC3CS(=O)(=O)CC32)cc1 (stereo unspecified)	-11.4	0.3	-6.4	4.7	-10.1	-0.6	17.2	1.9
C=CCNc1nc(C(=O)OCC(=O)NCc2cccc(Cl)c2)cs1	-10.5	2.4	3.2	-3.1	-6.6	2.3	nt	-1.4
O=C(Cc1c[nH]c2ccccc12)Nc1nc2ccccc2[nH]1	nt	-2.3	6.0	nt	42.0	nt	0.6	-1.1
Cc1ccc2c(c1)NC(=O)C(CC(=O)NCCCN1CCCCC1)O2 (stereo unspecified)	-7.0	-1.2	5.5	13.2	-3.6	-5.4	nt	4.3
CC(=O)c1cccc(NC(=O)/C(=C/c2ccncc2)NC(=O)c2ccccc2)c1	8.0	-0.1	2.8	-1.8	4.9	-6.6	nt	0.1
Cc1ccc(C(=O)O/N=C(\N)c2ccccn2)cc1Cl	42.4	-18.5	-10.3	88.8*	-3.3	-0.6	-3.0	5.0
Cc1cccc(N2CCN(C(=O)c3ccc(-n4cncn4)c([N+](=O)[O-])c3)CC2)c1C	34.4	5.1	2.6	20.1	4.5	-11.6	nt	0.9
Clc1ncn(C23CC4CC(CC(C4)C2)C3)n1	nt	0.3	nt	nt	-1.9	nt	1.3	-1.9
CCOC(=O)N1CCN(S(=O)(=O)c2ccc(C(=O)N(CCN(CC)CC)c3nc4c(C)cccc4s3)cc2)CC1	-37.3	3.4	-9.3	-14.3	4.6	-39.0	nt	-2.2
COCCNC(=O)C[C@@H]1CC[C@@H]2[C@@H](COc3ccc(NC(C)=O)cc3C(=O)N2C)O1	4.9	-3.4	2.8	4.4	-3.4	6.1	6.2	2.8
CCCNC(=O)Nc1ccc2c(c1)C(=O)N(C)C[C@H](OC)[C@H](C)CN(Cc1ccncc1)[C@@H](C)CO2	-14.6	-2.3	-5.5	10.4	-5.9	7.8	-5.1	0.9
COC(=O)c1cn(C(=O)c2cc(Cl)ccc2Cl)c2ccccc12	-3.1	2.2	0.9	-4.5	8.8	3.4	-5.5	-1.5
COC(=O)c1cc(NS(=O)(=O)c2ccc(N3CCOCC3)c(N)c2)cc(C(=O)OC)c1	6.2	-1.9	nt	nt	6.5	nt	6.2	-4.5
O=C(c1ccc(F)cc1)N1CC[C@@H]2[C@H](CO)Nc3ccc(C#Cc4ccc(F)cc4)cc3[C@@H]21	-20.9	-1.1	-2.2	-2.5	0.7	15.7	12.5	3.4
C[C@H](CO)N1C[C@H](C)[C@H](CN(C)C(=O)Nc2ccc(C(F)(F)F)cc2)OCCCC[C@H](C)Oc2ccc(NC(=O)c3ccncc3)cc2C1=O	12.7	-13.1	nt	11.2	0.8	1.1	-4.9	2.0
COC(=O)c1[nH]c2cccc(OC)c2c1NC(=O)CN1CCN(c2cccc(OC)c2)C(C)C1 (stereo unspecified)	nt	-0.2	-0.2	nt	12.2	nt	-2.6	1.7
Oc1cc(Cc2ccccc2)cnc1CN1CCOCC1	nt	7.7	4.0	nt	8.0	nt	-14.4	0.1
Cc1ccc(OCCCC(=O)ON=C(N)c2ccccc2C)cc1	-9.2	8.7	4.4	nt	-1.6	nt	nt	2.7
COc1ccc(-c2csc(N(CC(C)C)C(=O)c3ccco3)n2)cc1	-11.4	3.4	0.6	-12.7	2.8	-8.1	3.8	0.2
NC(Cc1cccc2nsnc12)C(=O)O (stereo unspecified)	nt	1.0	8.7	nt	6.5	nt	-34.2	7.1

Full records as entered above:
Oc1cc(Cc2ccccc2)cnc1CN1CCOCC1 is listed as PAX8 inh HTS = nt; Cneo AK release = 7.7; Statin myotox sup = 4.0; LGR2 antag = nt; ARNT TACC3 PPI = 8.0; GSIS activator = nt; PGC1a acetyl inh = -14.4; PglD inh = 0.1
Cc1ccc(OCCCC(=O)ON=C(N)c2ccccc2C)cc1 is listed as PAX8 inh HTS = -9.2; Cneo AK release = 8.7; Statin myotox sup = 4.4; LGR2 antag = nt; ARNT TACC3 PPI = -1.6; GSIS activator = nt; PGC1a acetyl inh = nt; PglD inh = 2.7

More entries follow:
Compound	PAX8 inh HTS	Cneo AK release	Statin myotox sup	LGR2 antag	ARNT TACC3 PPI	GSIS activator	PGC1a acetyl inh	PglD inh
COc1cccc(/C(=N/O)C2CC2c2ccc(Cl)cc2)c1 (stereo unspecified)	-10.6	nt	nt	-12.1	-0.4	-21.5	nt	nt
C[C@@H]1CN([C@@H](C)CO)C(=O)c2cc(-c3ccc(F)cc3)cnc2O[C@H]1CN(C)Cc1ccccn1	8.1	0.7	-33.0	-12.7	-0.1	11.3	0.4	0.2
COCCCNc1nc2c(c(=O)[nH]c(=O)n2C)n1CCCc1ccccc1	-6.3	-0.3	1.7	nt	-6.5	nt	-0.9	-1.9
O=C1c2ccccc2C(=O)N1CCCn1c2ccc(Cl)cc2c2nc3ccccc3nc21	-15.5	nt	nt	5.8	5.9	-0.2	-3.3	nt
CC(=O)NC(=O)c1ccc(-c2ccc(Cl)cc2)o1	-38.9	-2.5	-0.5	nt	nt	3.9	-12.0	5.5
O=C(CC1CC1)N1CC(=O)N2[C@@H](CO)[C@@H](c3ccc(-c4ccccc4)cc3)[C@@H]2C1	-17.8	nt	nt	0.4	nt	4.8	-8.7	nt
Cc1ccc2[nH]cc(/C=C/c3cc[n+](C)cc3)c2c1	78.4*	-1.3	-101.5	16.1	3.6	5.6	nt	-4.1
Cc1ccc(-n2nc3cc(Cl)c(NC(=O)c4ccco4)cc3n2)cc1	nt	-2.9	-7.6	nt	-6.5	nt	14.5	2.0
CCOc1ccc(NC(=O)COC(=O)c2ccc3c(c2)OCCO3)cc1	-11.2	0.2	11.2	6.7	-9.5	-6.8	6.0	0.3
O=C1N[C@H](c2ccccc2)COCn2nncc2CC[C@H]1Cc1ccccc1	0.5	0.3	nt	-0.1	nt	5.0	nt	nt
COc1ccc(NC(=O)C2(C)CCN2C2Cc3ccccc3C2)cc1OC (stereo unspecified)	16.2	-5.4	20.5	3.5	nt	-5.0	-10.6	-0.1
CC(C)=C[C@@H]1C[C@H](C)[C@H]2CC[C@H](C)c3c(O)c(O)c(C)c1c32	12.8	-0.7	4.0	7.0	14.3	-20.7	nt	4.9
CC(C)C[C@H]1CNC(=O)C(=O)N1CC1CCN(CCC(C)c2ccccc2)CC1 (stereo partly specified)	-1.2	-0.7	1.8	2.9	nt	27.9	3.4	-3.0
CC(C)c1ccc(NC(=O)CCNC(=O)N2CC(=O)Nc3ccccc32)cc1	-20.5	0.2	-2.0	3.1	-4.9	25.5	9.8	nt
C/C(CC(=O)Nc1cccc(Cl)c1Cl)=N\NC(=O)c1ccccc1Br	-13.6	0.0	-1.6	6.5	-16.6	-4.7	-7.3	5.5
COc1ccc(Nc2nnc(SCC(=O)c3cc4ccccc4o3)s2)cc1	-22.8	nt	nt	-34.0	-2.8	-10.0	0.5	nt
CC1=C(C(=O)N(C)C)CC(CC(=O)NC2CCCCC2)C(=O)N1Cc1ccc(F)cc1 (stereo unspecified)	-0.2	-0.2	-1.4	-5.2	nt	8.7	-3.9	2.0
O=[N+]([O-])c1c(NCCCO)cc(N2CCN(Cc3ccc4c(c3)OCO4)CC2)c2nonc12	13.2	-0.4	1.8	15.2	-10.5	-60.6	-12.6	-8.1
CC(C)NC(=O)c1ccc(C(C)C)cc1	-13.3	0.8	7.8	-18.5	-3.9	3.1	nt	-1.4
CC(C)NC(=O)N1[C@H](CO)[C@@H](c2ccccc2)[C@@H]1CN(C)C(=O)c1ccccc1	-4.7	-1.3	9.1	15.6	-5.9	4.7	7.6	1.6
N#Cc1c(NC(=O)C2CC(Cl)=CCC2C(=O)O)sc2c1CCCC2 (stereo unspecified)	-19.7	nt	nt	-13.4	-6.1	-22.7	-4.3	nt
CC(=O)Nc1ccc(NC(=O)C/C(C)=N/NC(=O)C(=O)N2CCCC2)cc1	-1.6	nt	nt	nt	-22.3	6.4	15.5	nt
O=C(NCCCN1CCCC1)c1cc(Sc2ccc(F)cc2)nc2ccccc12	-21.4	nt	nt	-4.7	3.3	11.0	nt	nt
CN(C)C(=O)CCc1ccc2c3c([nH]c2c1)[C@]1(CCC2CCCC2)[C@@H](C(=O)N2CCOCC2)C[C@H](CC(=O)NCCC2=CCCCC2)C(=O)N1CC3	6.9	2.9	-2.8	2.7	0.3	-6.8	nt	-4.1
CC1(C)Cc2cccc(C(=O)Nc3ccc(Cl)cc3)c2O1	-29.1	nt	4.0	nt	-5.7	nt	-13.3	nt
CCn1nc(C(=O)Nc2cc(Cl)ccc2-n2cncn2)c2ccccc2c1=O	44.6	3.2	0.1	-10.4	2.6	17.8	nt	-3.5
O=C(CNC(=O)c1ccccc1F)OCC(=O)c1ccc(Cl)s1	-0.3	-2.9	-7.5	1.0	-4.2	-13.5	nt	1.0
C=CCNC(=O)c1cccc2c1C(=O)c1ccc(N3CCOCC3)cc1S2(=O)=O	-3.5	-0.3	7.5	10.4	-5.7	nt	-1.7	-5.7
Cc1ccc(N(CC(=O)N2CCCCCC2)S(C)(=O)=O)cc1	9.6	1.5	1.2	2.2	nt	-4.8	-7.5	-2.5
CN(CC(=O)Nc1c(Cl)cccc1Cl)C(=O)c1ccccc1Cc1ccccc1	10.0	-3.0	29.2	1.5	0.3	-11.1	nt	2.1
COc1ccc(/C=C2\SC(=S)N(CCC(=O)N3CCOCC3)C2=O)cc1	-6.8	2.8	1.4	-16.5	-5.8	-5.6	nt	-3.5

From PubChem BioAssay
